High-throughput results (PubChem BioAssay)
AID inh – inhibitors of human activation induced cytidine deaminase; AID deamination FRET fluorescence, UDG-coupled, 4 h; 0.32% of 91,000 active; Potency, µM (doses to about 115 µM), without a hit: at the top dose activity change, negative = inhibition, hits mostly inhibitors; Q9GZX7; also: nearly all actives have a fitted effect of over 25% in size
Target sequence (Q9GZX7 whole entry, looked up): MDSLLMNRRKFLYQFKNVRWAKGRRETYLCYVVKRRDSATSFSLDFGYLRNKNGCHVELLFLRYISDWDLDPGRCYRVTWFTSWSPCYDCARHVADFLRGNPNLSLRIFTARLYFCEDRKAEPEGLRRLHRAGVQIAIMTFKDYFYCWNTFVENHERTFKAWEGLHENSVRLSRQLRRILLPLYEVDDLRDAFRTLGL
UDG counter – counter-screen for AID inhibitors: uracil-DNA glycosylase inhibition | AID 1347430 | 0.14% of 91,000 active | Potency, µM (highest dose often 115 µM), inactives show top-dose activity change, negative = inhibition, usual class: inhibitors | FRET deamination/UDG coupled assay, UDG read, 4 h; also: nearly all actives have a fitted effect of over 65% in size
* hit, by the source's call; ? = inconclusive; [ ] = dose if it differs, or a comment. Calls follow the shape of the dose curve; as a rule, active = well fitted curve in the direction sought with a large enough effect; inconclusive = small, poorly fitted or top-dose-only effect, or another doubt; inactive = no such curve, though single readings can be large; an effect the other way counts as inactive or inconclusive. % is scaled to controls: 0 for no effect and ±100 for the full control effect; potency is read from the fitted curve at half-maximal effect. Some of the compounds tested (hit frequency here may not be typical).

SMILES	AID inh	UDG counter
O=Cc1ccc(OCc2ccccc2Cl)cc1	-12%	-6%
CC(C)c1cccc(NC(=O)c2ccc[n+]([O-])c2)c1	-10%	-12%
CC(=O)c1cccc(NC(=O)CSCc2c(Cl)cccc2Cl)c1	-27%	9%
N#C/C(=C\c1ccc(OC(=O)c2ccccc2)cc1)C(=O)Nc1ccccc1C(F)(F)F	-5%	-9%
COc1ccccc1CNC(=O)Cn1ncc2c(=O)oc3ccc(C)cc3c21	?	8%
Cc1csc2nc(-c3cccc(NC(=O)C(C)C)c3)cn12	-25%	-10%
O=C(Nc1ccc2nc(SCC(=O)N3CCc4ccccc43)sc2c1)c1ccc(Cl)cc1	0%	3%[57.5 µM]
COc1ccccc1NC(=O)C1=C(C)Nc2c(C(=O)Nc3ccc(C)cc3)cnn2C1c1cccc(OC)c1OC (configuration not stated)	-2%	2%
COc1cccc2cc(C(=O)OCC(=O)c3ccccc3)c(=O)oc12	10%	-1%
CC1CCN(C(=O)Cn2cc(SCC(=O)Nc3ccccc3)c3ccccc32)CC1	49%[activator]	3%[57.5 µM]
CC1CCN(C(=O)Cn2cc(SCc3ccccc3)c3ccccc32)CC1	32%[activator]	5%[57.5 µM]
CC(C)Cn1c(=O)c2ccccc2n2c(CCC(=O)Nc3cccc(Cl)c3)nnc12	5%	-4%
O=C(Nc1cnc(N2CCC(N3CCCCC3)CC2)c(C(=O)O)c1)c1ccc(Br)cc1	163%[activator]	1%
CN(Cc1ccco1)S(=O)(=O)c1nnc(NC(=O)c2ccccc2Cl)s1	4%	7%
CCN(C(=O)c1sc2nc3n(c(=O)c2c1C)CCCC3)c1ccccc1	-8%	6%
COc1ccc(CC(=O)NC(C)C2CC3CCC2C3)cc1 (configuration not stated)	-2%	-2%
CCC(Sc1nc2cc3c(cc2c(=O)n1CCCCCC(=O)NCc1ccc2c(c1)OCO2)OCO3)C(=O)NCCCOC (configuration not stated)	3%	-7%
S=C(NN=C1CCC(c2ccccc2)CC1)NC1CCCCC1 (configuration not stated)	-8%	-6%
Cc1cccc(C)c1NC(=S)NCCc1ccc(C(F)(F)F)cc1	-6%	-4%
CCCCOC(=O)COc1cc(O)c2c(=O)cc(-c3ccccc3)oc2c1	-8%	-11%

2 compounds picked at random from the list so far, as already listed:
SMILES	AID inh	UDG counter
CCC(Sc1nc2cc3c(cc2c(=O)n1CCCCCC(=O)NCc1ccc2c(c1)OCO2)OCO3)C(=O)NCCCOC (configuration not stated)	3%	-7%
CCN(C(=O)c1sc2nc3n(c(=O)c2c1C)CCCC3)c1ccccc1	-8%	6%

Additional results
SMILES	AID inh	UDG counter
Cc1ccc(-c2cc(-c3ccccc3)c(C#N)c(SCCS(=O)Cc3ccccc3)n2)cc1 (configuration not stated)	-12%	-6%
CCc1ccc(-c2cn3c(n2)sc2cc(C(=O)NC4CCCCCC4)ccc23)cc1	18%	1%[57.5 µM]
COc1ccc(-c2cc(C(C)=O)c(C)n2CCC(=O)Nc2ccc(C)cc2Cl)cc1	4%	-11%
O=C(O)C1CC(=O)N(C2CC2)C1c1ccccc1 (configuration not stated)	4%	3%
Cc1ccc(CNC(=O)c2ccc(CS(=O)(=O)Cc3ccc(C)cc3)o2)cc1	1%	75%[activator]
O=C(CSc1ccc(Br)cc1)NCc1ccc(CN2CCCC2)cc1	-9%	0%
O=C(NCc1ccc(F)cc1)C1CCN(c2nc3ccccc3o2)CC1	3%	6%
CC(C)(C)C(=O)Cn1c(=O)n(-c2ccccc2)c(=O)c2c3c(sc21)CCC3	12%	-13%[57.5 µM]
CCCN1CCn2c(nc3cc(NC(=O)c4ccc(OC)c(OC)c4)ccc32)C1	3%	-2%
O=C(CN1C(=O)c2ccccc2Sc2ncccc21)Nc1cccc(C(F)(F)F)c1	73%[activator]	-7%
Cc1nn(-c2ccccc2)c(NC(=O)c2ccco2)c(-c2ccccc2)c1=O	-10%	-15%
CCOC(=O)c1cc(-c2ccc(S(=O)(=O)N3CCN(c4ccc(Cl)cc4)CC3)s2)on1	6%	6%
CC(C)c1ccc2oc(-c3ccc(Cl)c(NC(=O)c4cccnc4)c3)nc2c1	3%	5%
CCCCN(C)CCNC(=O)Cn1ncc2c([nH]c3ccccc32)c1=O	5%	-8%[57.5 µM]
CN=C1S/C(=C/C(=O)OC)C(=O)N1C	2%	7%
COc1ccccc1NC(=O)CSC1=Nc2ccccc2C2=NC(CC(=O)NCc3ccccc3)C(=O)N12 (configuration not stated)	2%	19%
Nc1c(C(=O)Nc2ccc(Br)cc2)sc2nc(-c3ccncc3)ccc12	10%	6%
COc1ccc(/C=C/c2nc3ccccc3c(=O)n2-c2cccc(C(F)(F)F)c2)cc1	2%	41%[activator]
Cc1cccc(N(CC(=O)NCc2ccccc2)S(C)(=O)=O)c1C	18%[57.5 µM]	2%[57.5 µM]
COc1ccc(S(=O)(=O)Oc2ccc3c(c2)O/C(=C\C=C\c2ccccc2)C3=O)cc1	71%[activator]	-1%
Cc1cc(C)cc(N2C(=O)N(Cc3cc(=O)n4ccccc4n3)c3ccccc3S2(=O)=O)c1	-9%	-3%
COCCOc1ccc(C(=O)/C=C/c2cccc(O)c2)cc1OC	-9%	-2%
Cc1ccc(-c2cc(-c3ccc(C)c(C)c3)n(-c3ccc(C)c(C)c3)n2)cc1C	6%	-1%
COc1cc(C(C)=O)ccc1OCc1cccc(C#N)c1	-4%	2%
O=S(=O)(c1ccc(Br)cc1)c1nnn2c1nc(N1CCOCC1)c1sccc12	?	34%[activator]
O=C(/C=C/c1cn(CC(O)CN2CCCCCC2)c2ccccc12)c1ccc(Br)cc1 (configuration not stated)	?	-11%
Cc1oc2ncn(CC(C)C)c(=O)c2c1C(=O)N1CCN(c2cccc(C(F)(F)F)c2)CC1	-21%	?
CC(=O)c1ccc(OCc2ccc(-c3ccccc3C#N)cc2)cc1	-11%	-4%
Clc1ccc(/C=N/N=C(c2ccccc2)c2ccccc2)c(Cl)c1	2%	-4%
COCCn1c(SC(C)c2ccc(F)cc2)nnc1-c1ccncc1 (configuration not stated)	-7%	-4%
Cc1cc2n(n1)CC(CNC1CCN(Cc3ccccc3)CC1)CN2 (configuration not stated)	-3%	-8%
O=C(CNc1ccccc1C(=O)Nc1ccccc1)Nc1ccccc1C(=O)NC1CCCC1	8%	5%
O=C(c1cc2ccccc2o1)c1ccc(F)cc1F	-2%	8%
CC1(C)CC(CCN2CCCCC2)(c2cccc(C(F)(F)F)c2)CCO1 (configuration not stated)	-10%	-2%
COc1ccc(-n2c(-c3ccco3)nc3c(cnn3-c3ccc(Cl)cc3)c2=O)cc1	45%[activator]	-19%
COc1ccc2c(C)c(CC(=O)Nc3ccc4c(c3)OCO4)c(=O)oc2c1OC	0%	0%
COc1ccccc1CNC(=O)c1sc2nc3n(c(=O)c2c1C)CCC3	-26%	40%[activator]
COc1ccc(Cl)cc1Nc1cc(C)nc2nc(-c3ccccc3C)nn12	-5%	10%
O=C(CS(=O)(=O)c1cccc2nsnc12)N1CCN(c2ccccc2)CC1	61%[activator]	-6%
CN(CC(=O)NC(N)=O)Cc1ccc(F)cc1F	-2%	5%

Exported with values under each structure: two of the compounds above
The line under a structure holds: AID inh, UDG counter
> Cc1oc2ncn(CC(C)C)c(=O)c2c1C(=O)N1CCN(c2cccc(C(F)(F)F)c2)CC1
 : -21%, ?
> CC(=O)c1ccc(OCc2ccc(-c3ccccc3C#N)cc2)cc1
 : -11%, -4%

An excerpt of these results, field by field.
COc1ccc(Cl)cc1Nc1cc(C)nc2nc(-c3ccccc3C)nn12
  AID inh: -5% | UDG counter: 10%

CC1(C)CC(CCN2CCCCC2)(c2cccc(C(F)(F)F)c2)CCO1 (configuration not stated)
  AID inh: -10% | UDG counter: -2%

CN(CC(=O)NC(N)=O)Cc1ccc(F)cc1F
  AID inh: -2% | UDG counter: 5%

COc1ccc(-n2c(-c3ccco3)nc3c(cnn3-c3ccc(Cl)cc3)c2=O)cc1
  AID inh: 45%[activator] | UDG counter: -19%

Other records:
SMILES	AID inh	UDG counter
COc1ccc(-c2cc(-c3ccccc3)c(C#N)c(SCC(O)CS(=O)(=O)Cc3ccc(Cl)cc3)n2)cc1 (configuration not stated)	-24%	?
CCOc1ccc(C2c3c(oc4ccc(C)cc4c3=O)C(=O)N2CCCN(C)C)cc1OC (configuration not stated)	21%	0%
COc1cc(NC(=O)c2cnc3c(-c4ccc(F)cc4)c(C)nn3c2C)cc(OC)c1	-5%	-13%
COc1ccc(C2=C(C)C(=NCc3ccc(OC(C)C)cc3)NS2(=O)=O)cc1	-3%	1%
Cc1c(C(=O)Nc2ccc(F)c(Cl)c2)sc2nc3n(c(=O)c12)CCC3	-30%	18%
COc1ccccc1C1=NN(C(=O)c2cccc(F)c2)C(c2ccc3nccnc3c2)C1 (configuration not stated)	-18%	-6%
Cc1cc2c(cc1C)CSC(c1cc(Br)ccc1O)SC2	-5%	11%
Cc1ccc(C2c3[nH]c4ccccc4c3CCN2C(=O)c2ccccc2Br)cc1 (configuration not stated)	7%	-15%[57.5 µM]
COC(=O)c1ccccc1NC(=O)c1ccc(N2CCCN(Cc3ccccc3F)C2=O)cc1	-20%	-1%
CCOc1ccc(-n2nc(CO)c(C(=O)NCc3cccs3)n2)cc1	11%	-5%[57.5 µM]
COc1ccccc1NCc1cccn1-c1nnc(N2CCOCC2)s1	9%	4%
O=C(NC1CCCCCC1)c1ccc(CS(=O)c2cccc(Cl)c2)o1 (configuration not stated)	-2%	-4%
COc1cc(C2CC(=O)c3c([nH]c(C(=O)OCC4CCCCC4)c3C)C2)cc(OC)c1OC (configuration not stated)	-7%	-7%
COC(=O)c1ccc(NC(=O)CC2C(=O)N(c3ccccc3)C(=O)N2Cc2ccc(F)cc2)cc1 (configuration not stated)	-10%	11%[57.5 µM]
COc1ccc(C(=O)N(C)CCCNC(=O)c2nc3ccccc3c(=O)[nH]2)cc1OC	-9%	-6%
O=C(CCNS(=O)(=O)c1ccc2c(c1)CCN2C(=O)C1CC1)N1CCN(c2cccc(C(F)(F)F)c2)CC1	-19%	-3%
CC(C)(Cc1cc(=O)c2ccccc2[nH]1)C1CCCCC1	5%	-5%
Cc1c(Cl)cccc1S(=O)(=O)N(Cc1cccnc1)C1CC1	44%[activator]	0%
COc1cccc(CNCc2ccco2)c1	6%	3%
CCCCN(CC)CCCNC(=O)Nc1sc2nc3n(c(=O)c2c1C)CCC(C)CC3 (configuration not stated)	-7%	0%
COc1ccc(C(=O)Oc2cc(C)cc(OC(=O)c3ccc(OC)cc3)c2)cc1	9%	1%
CSc1ccc(/C=C/C(=O)c2ccc3c(c2)OCCO3)cc1	-24%	-19%
COc1cc(C(=O)NCC(c2cccs2)S(=O)(=O)c2cccs2)cc(OC)c1OC (configuration not stated)	-3%	?
Cc1ccccc1C(=O)N1CCC(C(=O)Nc2ccc(F)cc2F)CC1	1%	5%
Cc1cc(C(=O)CSc2nnnn2C2CCCC2)c(C)n1Cc1ccco1	-9%	-4%
COc1cc(C(=O)NCCc2sc(-c3cccc(F)c3)nc2C)cc(OC)c1OC	0%	3%
Cc1cccc(C)c1NC(=O)c1sc(N)nc1-c1ccccc1	-5%	0%
COc1cc2c(cc1OC)n(Cc1ccc([N+](=O)[O-])cc1)c(=O)n1nc(-c3ccccc3)nc21	-9%	-14%
O=C(NCc1ccccc1Cl)c1cnc2sc(N3CCCCC3)nn2c1=O	-17%	-29%
Cc1cc(C(C)(C)C)cc(C)c1CS(=O)(=O)CCCO	-2%	11%
CCCCN(C)CCCNC(=O)c1cc(-c2cccnc2)nc2ccccc12	1%	-16%
COc1ccc(CNC(=O)Cn2c(=O)oc3cc(S(=O)(=O)N4CCC(C)CC4)ccc32)cc1	-10%	?
Oc1cc2c(cc1O)C(c1ccccc1)CNCC2 (configuration not stated)	8%	1%
Cc1cccc(Cn2c(SCc3ccc(C(=O)NCc4ccccc4F)cc3)nc3ccncc32)c1	-19%	-2%
CC1=C(C(=O)OCC2CCCCC2)C(c2ccc(F)cc2F)CC(=O)N1 (configuration not stated)	1%	-2%
COc1ccc(-c2cc(C(=O)NCc3ccc(F)cc3)no2)cc1	-4%	3%
CSc1ccc(CCNC(=O)CCc2c(C)nc3c4cccnc4nn3c2C)cc1	4%	-3%
CCN(CC)c1ccc(CNCCCSc2nnnn2C)cc1	-8%	3%
COc1ccc(CCN2C(=O)CN(C3CCCCCC3)C(=O)C2c2ccc(Cl)cc2)cc1OC (configuration not stated)	1%	-8%[57.5 µM]
CC12NC(Cl)=C(C#N)C(C#N)(C(=N)O1)C2(C)C (configuration not stated)	-1%	-6%
Cc1c(CCC(=O)NCCc2ccc(Cl)cc2)c(=O)oc2c(C)c(O)ccc12	-2%	-28%
Cc1nn(-c2ccccc2)c(OC(=O)c2cccc(Br)c2)c1S(=O)(=O)c1ccccc1	25%	-1%
CCN1CCN(C(c2ccccc2Cl)c2c(O)cc(C)n(Cc3ccco3)c2=O)CC1 (configuration not stated)	1%	?
CCN(CC)CC1CCN(CC(=O)OC)CC1	6%	2%
CCN(C(=O)c1occc1C)C1CC1	4%	-2%
Cc1cc2oc(C(=O)N(Cc3ccccc3)c3ccccn3)cc(=O)c2cc1Cl	7%	-2%
CCOC(=O)c1cnc2ccc(OCC)cc2c1Nc1ccc(OCc2ccccc2Cl)cc1	?	-18%[57.5 µM]
CS(=O)(=O)Oc1ccc2c(c1)O/C(=C\c1ccc(Cl)cc1)C2=O	4%	-5%
CSc1cc(C(=O)O)ccn1	4%	1%
